# PLAP inhibition: PLAP enzyme inhibitors, biochemical, luminescence, HTS (AID 690); purified PLAP, luminescent substrate; higher % means a stronger effect; inhibition, % at 20 µM; hits with a dose series show IC50 in µM; 0.08% of 96,000 active; in the data active = a potency from the dose series; inactive = the rest, 99 in 100 with inhibition below about 30%; note: strong numbers were not always called active
# Bcl-B TR3 displacers: displacers of TR3 peptide from Bcl-B, primary screen, selectivity assay for Bfl-1 inhibitor project, biochemical, fluorescence polarization; displacement, % at 20 µM; hits with a dose series show IC50 in µM; FP displacement of FITC-TR3 peptide from Bcl-B; higher % means a stronger effect; 0.11% of 96,000 active; AID 748;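 active = displacement above 50% at 20 µM plus a fluorescence interference ratio under 1.5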;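 note: plate controls were wells without compound for no effect and wells lacking Bcl-B protein for full effect; a part of the inactive calls stands beside numbers as strong as those of hits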
# NFkB transloc inh: blocks IL-1B driven NFkB nuclear translocation in HUVEC cells; HUVEC IL-1B NFkB p65 nuclear translocation imaging; inhibition, % at 2 µM; 0.43% of 94,000 active;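 active = inhibition above about 30% together with a positive call from visual inspection of the well image, limit read from the data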;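 note: nuclear over cytoplasmic p65 intensity ratio measured by imaging; 0% = IL-1B stimulated DMSO wells and 100% = unstimulated DMSO wells; values of inactives mirror those of a sister screen read the other way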
# MRP reversal: reverses drug resistance mediated by MRP | H69AR cells + 2 uM doxorubicin, CellTiter-Glo, 72 h | differential viability (reversal), % at 10 µM | 0.04% of 85,000 active | AID 602;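 active = viability drop by adding the cancer drug above about 55%, with treated viability meeting a 40% cutoff, limit read from the data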;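 note: viability without doxorubicin minus viability with 2 µM doxorubicin for each compound; larger differential means the compound sensitizes cells more to doxorubicin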
# NFkB transloc pot: enhances IL-1B driven NFkB nuclear translocation; HUVEC IL-1B NFkB p65 nuclear translocation imaging; 0.3% of 94,000 active; activation, % at 2 µM;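 active = activation above 40%, about the mean plus 3 SD, also judged a hit on visual image review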;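 note: percent activation is computed from the nuclear over cytoplasmic p65 intensity ratio; values of inactives mirror those of a sister screen read the other way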
# MRP reversal cytotoxicity: recorded beside MRP reversal, whose call it bears; viability, %; H69AR cells, CellTiter-Glo, 72 h; measured here: cytotoxicity without doxorubicin
# MRP reversal with doxorubicin: recorded beside MRP reversal, whose call it bears; viability, %; measured here: viability with 2 uM doxorubicin; active compounds read low
# NFkB transloc inh cell count 2 µM: second read-out of NFkB transloc inh, no call of its own (marks repeat the call); cell count; measured here: cells passing quality filter;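 raw number of nuclei counted in each imaged well without normalization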
# NFkB transloc pot cell count 2 µM: further read-out of NFkB transloc pot, marked with its call; cell count; measured here: cells passing quality filter
# * marks the source's active call; other numbers are inactive results; · = no result given. Some of the compounds tested; the hit share may differ from the screen's.
SMILES,PLAP inhibition,Bcl-B TR3 displacers,NFkB transloc inh,NFkB transloc inh cell count 2 µM,MRP reversal,MRP reversal cytotoxicity,MRP reversal with doxorubicin,NFkB transloc pot,NFkB transloc pot cell count 2 µM
O=S(=O)(c1cnc[nH]1)N1CCc2ccccc21,22.0%,-75.7%,·,·,-18.6,65.0,83.6,·,·
COC(=O)Cn1c(=O)n(CCc2ccccc2)c(=O)c2c3c(sc21)CCCC3,-61.2%,-4.2%,-8.1,174,-0.6,56.8,57.3,8.1,174
O=C(NC1CCCC1)c1ccc(COCC(F)(F)C(F)F)o1,24.1%,-6.8%,6.2,93,1.9,98.1,96.2,-6.2,93
CC1CCC(NC(=O)C2CCN(C(=O)NC3CCCCC3)CC2)CC1 (stereo not drawn),-17.6%,2.6%,-4.3,100,17.1,99.1,82.0,4.3,100
C=CCN1C(=O)C2(C(C(=O)c3ccc(C)o3)=C(O)C(=O)N2CCCN2CCOCC2)c2ccccc21 (stereo not drawn),-11.7%,2.3%,-14.2,114,8.4,100.6,92.2,14.2,114
CCC(C)Sc1nc(O)cc(=O)[nH]1 (stereo not drawn),5.6%,-4.2%,4.5,98,-33.0,57.3,90.3,-4.5,98
Cc1csc(NC(=O)C2C3C=CC(C3)C2C(=O)O)n1 (stereo not drawn),-5.3%,20.1%,-3.9,181,8.0,103.8,95.8,3.9,181
Cc1ccc(CN(C(=O)Cn2nnc3ccccc32)C(C(=O)NCc2ccco2)c2cccs2)cc1 (stereo not drawn),-79.4%,-22.4%,0.3,180,6.8,77.7,70.8,-0.3,180
C/C(CC(=O)Nc1cccc(Cl)c1)=N\NC(=O)Cc1ccc(Cl)cc1,6.4%,5.9%,·,·,·,·,·,·,·
Cc1ccc(C(=O)c2cc(C)sc2NC(=O)CN2CCN(C(=O)c3ccco3)CC2)cc1,-43.0%,-3.0%,-0.9,93,2.9,28.3,25.4,0.9,93
CCN1CC=C2C(C#N)=C(N)C(C#N)(C#N)C(CCc3ccccc3)C2C1 (stereo not drawn),-33.8%,91.6%,-4.8,165,17.4,70.3,52.9,4.8,165
COCCOc1nc2c(c(=O)n(C)c(=O)n2C)n1Cc1cccc(OC)c1,-4.6%,7.8%,6.4,115,1.4,84.0,82.6,-6.4,115
Cc1ccc(N(CC(N)=O)C2SC(=O)N(C)C2=O)cc1 (stereo not drawn),-10.9%,-4.5%,·,·,41.4,94.5,53.1,·,·
CN1CCN(S(=O)(=O)c2ccc3ccccc3c2)CC1,9.5%,9.8%,17.2,156,1.6,100.4,98.8,-17.2,156
CCN(CC)c1ccc(C2=NNC(=O)CC2C)cc1[N+](=O)[O-] (stereo not drawn),15.1%,5.8%,-14.9,103,·,·,·,14.9,103
CC(CCc1ccccc1)NC(=O)CSc1nnnn1C (stereo not drawn),0.1%,2.6%,6.2,118,-3.4,89.7,93.1,-6.2,118
COc1cccc(OCc2cc(C3Nc4ccccc4C(=O)N3Cc3ccco3)ccc2OC)c1 (stereo not drawn),·,·,-3.6,65,-9.8,76.5,86.4,3.6,65
Cc1ccccc1NC(=O)CNc1ccccc1C(=O)NCc1ccco1,27.2%,-5.2%,-6.3,205,17.2,101.1,83.9,6.3,205
CCOC(=O)C1CCCN(Cc2ccc(OCC)cc2)C1 (stereo not drawn),-60.6%,-2.8%,-2.0,203,2.8,89.2,86.4,2.0,203
CCn1c(N)nc2ccccc21,5.7%,-12.9%,17.4,101,21.1,96.5,75.4,-17.4,101

# Brought forward from above: three compounds; new compounds follow.
SMILES,PLAP inhibition,Bcl-B TR3 displacers,NFkB transloc inh,NFkB transloc inh cell count 2 µM,MRP reversal,MRP reversal cytotoxicity,MRP reversal with doxorubicin,NFkB transloc pot,NFkB transloc pot cell count 2 µM
Cc1ccccc1NC(=O)CNc1ccccc1C(=O)NCc1ccco1,27.2%,-5.2%,-6.3,205,17.2,101.1,83.9,6.3,205
CCOC(=O)C1CCCN(Cc2ccc(OCC)cc2)C1 (stereo not drawn),-60.6%,-2.8%,-2.0,203,2.8,89.2,86.4,2.0,203
CCn1c(N)nc2ccccc21,5.7%,-12.9%,17.4,101,21.1,96.5,75.4,-17.4,101
NC(=O)c1ccccc1NC(=O)CCc1ccccc1,3.2%,3.4%,·,·,15.2,101.5,86.3,·,·
Cc1ccc(Sc2ccc(C(=O)NC(C)C)cc2[N+](=O)[O-])cc1,-1.3%,-25.4%,15.8,138,·,·,·,-15.8,138
COC(=O)c1c(N)nc(C)n1-c1ccc(OC)cc1,16.3%,-9.6%,4.2,150,·,·,·,-4.2,150
O=C1CS/C(=N\c2ccccn2)N1C1CCCCC1,-2.4%,-0.3%,-8.8,130,-10.2,90.6,100.7,8.8,130
CCN(CC)c1ccc(NC(=O)CN2CCN(c3nc(C)cc(C)n3)CC2)cc1,-36.3%,-5.0%,·,·,10.7,80.5,69.8,·,·
C=CCN1C(=O)C2C(C(=O)NCc3ccccc3)C3(C)C=CC2(O3)C1C(=O)NC(C)(C)C (stereo not drawn),0.0%,-9.2%,6.7,195,·,·,·,-6.7,195
Cc1cc(C)cc(-n2nnnc2-c2cn(C)nc2C(F)(F)F)c1,11.1%,-3.0%,-16.9,145,·,·,·,16.9,145
COc1ccc(C(=O)Nn2cnnc2)cc1,4.3%,-48.8%,0.3,144,-1.1,98.9,100.0,7.2,58
CCn1c(SCCC(C)C)nnc1-c1c[nH]c2ccccc12,19.3%,1.5%,·,·,0.9,68.4,67.5,·,·
O=C1CC(NCCN2CCOCC2)C(=O)N1Cc1ccc(N2CCCC2=O)cc1 (stereo not drawn),-7.6%,0.4%,-2.9,124,6.1,95.5,89.4,2.9,124
COc1ccc(NC(=O)C2CCN(S(=O)(=O)c3ccc(C)cc3)CC2)cc1OC,1.6%,-15.5%,-9.5,192,-10.4,97.3,107.7,9.5,192
O=C(c1ccccc1)c1ncc(C(F)(F)F)cc1Cl,-15.1%,0.0%,-25.0,170,·,·,·,25.0,170
Cc1noc(C)c1CSc1nnc2ccc3ccccc3n12,8.2%,-13.0%,3.9,131,·,·,·,-3.9,131
O=C(c1nsnc1-c1ccccc1O)N1CCCCC1,-10.1%,-3.1%,12.7,98,-8.3,79.1,87.4,-12.7,98
CCOc1ccc(OCC)c(S(=O)(=O)NCc2cccnc2)c1,·,·,-19.3,173,-5.6,96.8,102.5,19.3,173
COc1ccc(OCc2nc(C#N)c(N3CCN(c4ccc(OC)cc4)CC3)o2)cc1,·,·,-28.6,57,-8.6,83.4,92.0,28.6,57
Cc1ccc(/C=N/n2c(COc3ccccc3)n[nH]c2=S)s1,-2.6%,-2.0%,10.1,120,·,·,·,-10.1,120
CC(C)Oc1ccc(C(=O)NC2CCS(=O)(=O)C2)cc1 (stereo not drawn),-19.4%,0.8%,-9.9,174,7.3,85.6,78.3,9.9,174
CCOC(=O)C(C)N1N=C(/C=C/c2ccc(C)cc2)CCC1=O (stereo not drawn),-56.4%,26.0%,0.8,193,·,·,·,-0.8,193
CCCCC(=O)NCCNc1nc2c(c(=O)n(C)c(=O)n2C)n1Cc1ccccc1,-1.2%,-1.9%,-8.3,169,8.7,97.4,88.7,8.3,169

# Exported as tab-separated lines: part of the list above
molecule	PLAP inhibition	Bcl-B TR3 displacers	NFkB transloc inh	NFkB transloc inh cell count 2 µM	MRP reversal	MRP reversal cytotoxicity	MRP reversal with doxorubicin	NFkB transloc pot	NFkB transloc pot cell count 2 µM
COC(=O)c1c(N)nc(C)n1-c1ccc(OC)cc1	16.3%	-9.6%	4.2	150	·	·	·	-4.2	150
Cc1ccc(Sc2ccc(C(=O)NC(C)C)cc2[N+](=O)[O-])cc1	-1.3%	-25.4%	15.8	138	·	·	·	-15.8	138

# (more compounds)
SMILES,PLAP inhibition,Bcl-B TR3 displacers,NFkB transloc inh,NFkB transloc inh cell count 2 µM,MRP reversal,MRP reversal cytotoxicity,MRP reversal with doxorubicin,NFkB transloc pot,NFkB transloc pot cell count 2 µM
COc1ccccc1N1CCN(C(CNS(=O)(=O)c2cccs2)c2cccnc2)CC1 (stereo not drawn),-29.7%,-0.2%,15.0,157,15.9,88.1,72.2,-15.0,157
Nc1nncn1C(=O)c1cccs1,-3.3%,3.7%,-1.0,81,-14.9,86.6,101.4,1.0,81
Cc1ccc(CNC(=O)CN2CCC(C(N)=O)CC2)cc1,-8.1%,1.9%,10.4,71,-17.5,92.1,109.7,-10.4,71
Nc1nnc(Cc2ccc(Cl)cc2Cl)s1,17.2%,-3.2%,-11.0,122,-19.4,92.1,111.4,11.0,122
CC(C)(C)NC(=S)Nc1ccc(Br)cc1,2.8%,6.8%,0.2,56,·,·,·,-0.2,56
COC(=O)CNC(=O)C(C)NC(=O)CNC(=O)OCc1ccccc1 (stereo not drawn),-1.2%,5.6%,4.1,140,5.5,99.3,93.8,-4.1,140
Cn1cnnc1SCCC(=O)Nc1ccc(Cl)cc1,·,·,-30.2,130,13.2,90.6,77.3,30.2,130
CC(C)C(NC(=O)c1ccc(Cl)cc1)C(=O)O (stereo not drawn),-30.9%,-8.2%,17.0,166,2.3,110.7,108.3,-17.0,166
CCOCCSc1nc2c(c(=O)[nH]c(=O)n2C)n1CCCc1ccccc1,2.2%,1.2%,0.9,113,2.8,78.5,75.7,-0.9,113
CCC(C)c1ccc(NC(=O)C2CCN(c3ncccn3)CC2)cc1 (stereo not drawn),·,·,-16.7,117,-13.3,61.3,74.6,16.7,117
Cc1ccc(-c2nc(C3CCCN(S(=O)(=O)c4ccc(C(F)(F)F)cc4)C3)no2)cc1 (stereo not drawn),-12.8%,-6.6%,·,·,·,·,·,·,·
C/C(CC(=O)Nc1ccc(Cl)c(Cl)c1)=N\NC(N)=S,-42.0%,-0.8%,-14.8,175,·,·,·,14.8,175
O=C(OCc1cc(=O)n2cc(Br)ccc2n1)C1COc2ccccc2O1 (stereo not drawn),15.5%,-5.5%,2.1,195,6.7,101.9,95.2,-2.1,195
Cc1nc2cc(NC(=O)NCCC3=CCCCC3)ccc2o1,26.1%,-7.4%,-27.7,129,1.4,88.0,86.7,27.7,129
O=C1CSC(=S)N1c1cccnc1,-7.6%,10.1%,·,·,5.1,101.3,96.2,·,·
CCN(Cc1nc2cc(OC)c(OC)cc2c(=O)[nH]1)C(=O)c1ccc(S(=O)(=O)N(C)C)cc1,-60.0%,-23.5%,4.3,179,-1.3,86.2,87.4,-4.3,179
COc1ccc(C(=O)NCc2ccc(-c3nc4ccccc4s3)cc2)cc1,13.6%,-19.8%,6.5,138,·,·,·,-6.5,138
CNC(=O)c1ccccc1S(=O)c1ccccc1C#N (stereo not drawn),-7.5%,6.3%,-6.4,211,·,·,·,6.4,211
CCOc1cc(S(=O)(=O)N(CC)CC)ccc1Br,3.8%,-7.1%,-1.1,147,9.0,88.9,79.9,1.1,147
CCCOc1ccc(N2C(=O)CC(N(Cc3ccc(S(N)(=O)=O)cc3)C(=O)CC)C2=O)cc1 (stereo not drawn),-27.1%,-2.6%,9.4,151,0.8,94.8,94.0,-9.4,151
CCCc1cc(C(N)=O)c(NC(=O)c2ccoc2C)s1,20.5%,4.7%,-22.7,131,-20.7,59.8,80.4,22.7,131
COc1cc(NC(=O)NCCN2CCN(c3ccc(Cl)cc3)CC2)ccc1C,-8.1%,-2.4%,-12.5,101,-0.5,77.3,77.9,12.5,101
Cc1ccc(C(=O)c2oc3ccccc3c2N)cc1,·,·,-6.5,126,-1.4,89.2,90.6,6.5,126

# Reformatted: entries from further up
# Results follow in this order: PLAP inhibition, Bcl-B TR3 displacers, NFkB transloc inh, NFkB transloc inh cell count 2 µM, MRP reversal, MRP reversal cytotoxicity, MRP reversal with doxorubicin, NFkB transloc pot, NFkB transloc pot cell count 2 µM
C=CCN1C(=O)C2C(C(=O)NCc3ccccc3)C3(C)C=CC2(O3)C1C(=O)NC(C)(C)C (stereo not drawn)
    0.0%, -9.2%, 6.7, 195, ·, ·, ·, -6.7, 195
COc1ccc(C(=O)NCc2ccc(-c3nc4ccccc4s3)cc2)cc1
    13.6%, -19.8%, 6.5, 138, ·, ·, ·, -6.5, 138
COC(=O)CNC(=O)C(C)NC(=O)CNC(=O)OCc1ccccc1 (stereo not drawn)
    -1.2%, 5.6%, 4.1, 140, 5.5, 99.3, 93.8, -4.1, 140
